APJ antagonist: antagonists of human APJ apelin receptor; CHO-K1 APJ beta-arrestin complementation, luminescence; P35414; AID 2521; inhibition, % at 20 µM; hit rate 0.32% among 330,000;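 active means inhibition above about 40% at 20 µM, limit read from the data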;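 further: cells challenged with 10 nM apelin-13 agonist together with compound; plate controls were apelin-13 plus DMSO wells for no effect and DMSO wells lacking apelin-13 for full effect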
697 NFkB inh: lowers PMA/ionomycin-induced NF-kB signal in 697 B cells | 697 B-cell NF-kB luciferase reporter, 16 h | inhibition, % at 4 µM | hit rate 0.33% among 330,000 | AID 435022; in the data active means inhibition above about 35%
XBP1 UPR activ: adaptive UPR (XBP1) activation. CHO-XBP1 luciferase reporter, IRE1-XBP1 UPR activation, luminescence; percent of tunicamycin response, DMSO as zero. activation, % at 20 µM. hit rate 0.33% among 330,000. AID 463104;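 active means versus positive control, 20 µM dose yields 30% or more activation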;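 further: 100% = tunicamycin at 10 µg/mL and 0% = DMSO only wells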
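Material – CHO cell line with stable XBP1 luciferase reporter · Buffer or medium – F12 plus 10% FBS · Compound – single point, 20 µM final compound, 1% DMSO · Schedule – 16-18 h cell attachment at 37 °C, then 6 h compound exposure · Signal – Steady-Glo luminescence read · Benchmarks – high control tunicamycin 10 µg/mL final, low control DMSO vehicle only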
Jurkat NFkB inh: inhibitors of the PMA/ionomycin-induced NF-kB reporter in Jurkat cells. inhibition, % at 4 µM. PMA/ionomycin-induced NF-kB luciferase reporter, luminescence. hit rate 0.53% among 330,000; in the data active means inhibition above about 50%
UPR CHOP act: apoptotic UPR (CHOP) activation; CHO-CHOP luciferase reporter, luminescence; percent of tunicamycin response over DMSO baseline; activation, % at 10 µM; hit rate 0.34% among 330,000; AID 449763;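 active means at 10 µM dose, activation of 40% or more, normalized to positive control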;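 further: 100% = tunicamycin at 10 µg/mL and 0% = DMSO alone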
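Dosing – one dose, 10 µM in 0.5% DMSO · System – CHO-CHOP cells, stable luciferase reporter of PERK-eIF2a-CHOP signalling · Input – 500 cells/well · Control set – tunicamycin 10 µg/mL final as positive, DMSO-only wells as negative · Timing – 6 h compound treatment, 37 °C · Measure – % activation vs tunicamycin · Technique – luminescence read with Steady-Glo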
APJ ag: APJ receptor agonism; activation, % at 20 µM; CHO-K1 APJ PathHunter beta-arrestin, luminescence; 0% DMSO wells, 100% apelin; AID 2520; hit rate 0.11% among 330,000;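 active means activation more than six SD over the plate average, tested at 20 µM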;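 further: 0% = DMSO alone and 100% = apelin-13 at 10 nM; some results filed as inactive read as strong as hits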
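Assay system: CHO-K1 APJ beta-arrestin complementation cell line / Compound: single test compound dose, 20 µM final, 1% DMSO / Times: overnight seeding, 90 min compound at 25 °C, 1 h detection / Technique: beta-gal luminescence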
Mdm2-MdmX inh: inhibitors of human Mdm2/MdmX interaction; O15151+Q00987; SaOS-2 split-luciferase Mdm2/MdmX complementation, luminescence; hit rate 3% among 330,000; AID 485346; inhibition, % at 8 µM;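 active means inhibition of at least 50% at 8 µM in the primary screen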
Target sequence (O15151 whole entry, looked up): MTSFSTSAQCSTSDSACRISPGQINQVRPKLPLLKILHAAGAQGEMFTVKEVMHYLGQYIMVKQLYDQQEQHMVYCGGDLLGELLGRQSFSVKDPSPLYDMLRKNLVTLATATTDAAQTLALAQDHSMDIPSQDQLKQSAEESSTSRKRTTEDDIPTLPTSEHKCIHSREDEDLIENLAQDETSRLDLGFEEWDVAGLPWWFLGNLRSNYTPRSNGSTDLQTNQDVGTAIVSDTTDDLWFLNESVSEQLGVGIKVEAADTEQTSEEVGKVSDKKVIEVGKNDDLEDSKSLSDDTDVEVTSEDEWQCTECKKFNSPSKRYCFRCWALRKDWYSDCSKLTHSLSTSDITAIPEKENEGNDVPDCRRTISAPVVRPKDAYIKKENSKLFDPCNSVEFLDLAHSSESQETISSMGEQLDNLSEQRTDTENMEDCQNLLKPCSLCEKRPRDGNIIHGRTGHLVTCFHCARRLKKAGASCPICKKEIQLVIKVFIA
Target sequence (Q00987 whole entry, looked up): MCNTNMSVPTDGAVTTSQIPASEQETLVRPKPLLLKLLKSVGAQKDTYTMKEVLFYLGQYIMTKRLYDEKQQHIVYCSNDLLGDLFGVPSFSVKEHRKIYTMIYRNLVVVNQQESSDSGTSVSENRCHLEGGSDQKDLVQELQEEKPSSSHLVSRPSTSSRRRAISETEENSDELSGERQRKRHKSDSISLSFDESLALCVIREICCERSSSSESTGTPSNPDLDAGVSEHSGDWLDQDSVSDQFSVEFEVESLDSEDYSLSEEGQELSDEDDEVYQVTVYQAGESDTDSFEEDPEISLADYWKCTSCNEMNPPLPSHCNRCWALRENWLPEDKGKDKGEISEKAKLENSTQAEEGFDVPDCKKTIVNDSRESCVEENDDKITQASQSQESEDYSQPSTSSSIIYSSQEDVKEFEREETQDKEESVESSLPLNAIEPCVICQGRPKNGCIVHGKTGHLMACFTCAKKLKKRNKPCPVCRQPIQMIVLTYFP
tim23-1 inh: inhibits growth of tim23-1 mutant yeast. S. cerevisiae tim23-1 growth, BacTiter-Glo luminescence, 24 h. inhibition, % at 20 µM. hit rate 1.3% among 330,000. AID 463212;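 active means growth inhibition of the mutant yeast at or above 50%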;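 further: temperature-sensitive mutant grown at 25 °C; plate controls were DMSO-treated mutant yeast for no effect and medium wells lacking yeast for full effect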
The depositor's hits bear a star; & = joins results of further samples.

SMILES	APJ antagonist	697 NFkB inh	XBP1 UPR activ	Jurkat NFkB inh	UPR CHOP act	APJ ag	Mdm2-MdmX inh	tim23-1 inh
COc1ccccc1CNC(=O)CCNS(=O)(=O)c1cccc2nsnc12	5	-3	-2	-9	-0.9	0	8	7
COc1ccc(NC(=O)CNC(=O)Cn2c(C)cc3ccccc3c2=O)cc1OC	16	3	1	9	0.5	-1	4	-18
CC(C)Cc1nc(SCC(=O)N2CCCC2)c2c(=O)n(C)c(=O)n(C)c2n1	10	9	-5	-1	1.3	0	7	26
CC(C)CNC(=O)c1ccccc1NC(=O)CSCc1ccccc1	8	-8	-1	0	-0.9	-2	-16	3
C=C1C(=O)O[C@@H]2[C@H]1[C@@H](OC(=O)/C(C)=C/C)C/C(C)=C\C(=O)/C=C(\C)[C@@H]2O	16	-201	-7	88*	14	2	100*	9
Cc1cc(=O)[nH]c(N/N=C/C=C/c2ccccc2)n1	18	11	2	-1	0.0	-3	4	21
Cc1cc(C(=O)CSc2nnc(-c3ccccc3)n2Cc2ccc3c(c2)OCO3)c(C)n1C	-5	-20	-1	-7	-1.7	-4	20	-34
CCOc1nnc(C)c2c(C)n(-c3ccc(Cl)cc3)nc12	3	4	3	4	-3.9	-3	31	18
Cc1nc(NC(=S)NC(=O)COc2ccc(Cl)cc2)ccc1Br	-5	-4	2	-13	1.9	3	1	-1
CCOc1cc(C)nc(Oc2ccc(=O)[nH]n2)n1	-2	8	0	-2	-0.3	-5	-8	-7
Cc1ccnc2nc(NC(=O)c3ccco3)nn12	19	-29	-1	-13	8.6	-2	-8	-11
CCC(C)c1ccc(NC(=O)COc2c(F)c(F)c(C(F)(F)F)c(F)c2F)cc1 (stereo not given)	4	-9	-3	2	0.4	-2	11	24
CC(C)Oc1ccccc1-c1nc(SCC(=O)O)n[nH]1	-4	-41	-3	-16	1.0	0	-17	-7
COc1cccc(C(=O)C2CCCN(Cc3c(C)n(C)n(-c4ccccc4)c3=O)C2)c1 (stereo not given)	12	7	-2	4	1.2	-4	-25	-8
N#Cc1cc(-c2cccc(Cl)c2)c[nH]c1=O	2	-1	2	-3	3.2	-5	35	-6
O=C(COn1nnc2ccc(C(F)(F)F)cc21)Nc1c(Cl)cccc1Cl	7	13	0	-2	-1.8	-8	-16	29
Cc1nnc(C)n1/N=C/c1cccs1	24	25	0	12	-2.2	-5	4	-10
O=C(CCN1C(=O)C2C3CCC(C3)C2C1=O)Nc1ccc(Br)cc1 (stereo not given)	9	-7	4	13	2.7	1	15	-13
NS(=O)(=O)c1ccc(NC(=O)c2ccc(CSc3ccccc3)o2)cc1	9	-27	-6	7	0.4	-1	8	4
CN(c1nc2ccccc2nc1Cl)S(=O)(=O)c1ccccc1	12	-16	3	5	2.8	-1	19	20
CC(=O)c1c(O)c2ccccc2n(C(C)C)c1=O	-8	12	1	-1	-0.2	3	29	27
CCOC(=O)C1(Cc2cccc(F)c2)CCN(C(=O)Cn2cnnn2)CC1	-14	11	-2	2	1.0	-2	-4	7
CNC(=S)NC1CC2CCCC(C1)N2Cc1ccc(C)cc1 (stereo not given)	-32	-5	5	-16	-1.2	-2	10	7
Cc1ccc(C(=O)Nc2ccc(S(=O)(=O)N3CCOCC3)cc2)cc1	3	16	-2	1	0.7	-2	12	23
COc1ccc(-n2c(N)c(C(=O)NCc3cccnc3)sc2=S)cc1	27	12	-1	6	-1.5	-3	-3	2
COC(=O)c1ccc(NC(=O)CSc2nnc(C)n2CC2CCCO2)cc1 (stereo not given)	14	9	0	11	-1.9	0	30	-1
COC(=O)Nc1ccc(S(=O)(=O)NCc2ccccn2)cc1	-46	-26	2	-25	-0.5	4	-36	29
CCCCc1cc2c(s1)CCCC/C2=N/O	-1	-17	-1	-10	0.6	-3	5	30
Cc1ccc(-c2nc(NC(=O)c3nn(C)cc3[N+](=O)[O-])sc2C)cc1	-6	5	8	21	100*	0	79*	24
c1ccc(-c2noc(-c3cccc4ccccc34)n2)nc1	11	-192	-6	-118	-3.8	0	-138	26
O=S(=O)(NC1CCCCC1)c1cccc(-c2nnc(-c3ccccc3)o2)c1	0	-13	1	-10	-0.1	-2	24	-1
O=C(c1ccc(Cl)cc1)N1CCN=C1c1ccccc1	5	9	-2	15	0.7	-4	-3	9
Cc1ccc2nc(C(C)O)[nH]c2c1 (stereo not given)	-14	3	-1	5	1.6	2	4	1
Cc1cc(C(=O)N2CCN(c3ncccc3C#N)CC2)no1	3	1	-2	-9	0.6	-5	3	12
Cc1cccc(OCC(=O)NCc2ccc(F)cc2)c1	12	1	-2	-4	1.0	-1	7	11
Cc1ccc(C(O)CCc2ccc(N)cc2)cc1 (stereo not given)	-5	1	-1	-33	-0.8	-2	4	4
Cc1ccc(CN2CCN(CC(=O)N3CCc4ccccc4C3)C2=O)cc1	4	18	-1	21	-2.6	1	6	0
CCOC(=O)N1CCN(CCC(=O)Nc2cccc(C)c2)CC1	5	2	-2	6	-1.2	-2	17	7
O=C(Nc1ccccc1Oc1ccccc1)C1CCCC1	10	-2	0	0	0.3	-1	-1	6
COc1ccc(NC(=O)CSC2CCCCC2)cc1	-33	13	2	-80	3.6	-3	8	14

Entries of single compounds, looked up by structure. Values in the order: APJ antagonist | 697 NFkB inh | XBP1 UPR activ | Jurkat NFkB inh | UPR CHOP act | APJ ag | Mdm2-MdmX inh | tim23-1 inh
Profile of O=C(c1ccc(Cl)cc1)N1CCN=C1c1ccccc1 : 5 | 9 | -2 | 15 | 0.7 | -4 | -3 | 9
Profile of Cc1cccc(OCC(=O)NCc2ccc(F)cc2)c1 : 12 | 1 | -2 | -4 | 1.0 | -1 | 7 | 11

Ordered by heavy-atom count (lowest first): part of the list above
SMILES	APJ antagonist	697 NFkB inh	XBP1 UPR activ	Jurkat NFkB inh	UPR CHOP act	APJ ag	Mdm2-MdmX inh	tim23-1 inh
Cc1ccc2nc(C(C)O)[nH]c2c1 (stereo not given)	-14	3	-1	5	1.6	2	4	1
COc1ccc(NC(=O)CSC2CCCCC2)cc1	-33	13	2	-80	3.6	-3	8	14
CCOC(=O)N1CCN(CCC(=O)Nc2cccc(C)c2)CC1	5	2	-2	6	-1.2	-2	17	7

More entries
SMILES	APJ antagonist	697 NFkB inh	XBP1 UPR activ	Jurkat NFkB inh	UPR CHOP act	APJ ag	Mdm2-MdmX inh	tim23-1 inh
CCc1cc(S(N)(=O)=O)cc(CC)c1NC(C)=O	-10	-29	-2	-21	-1.3	2	-22	-13
Cc1ccc(OCCCC(=O)N(C)CC(=O)Nc2ccccc2Cl)cc1	1	4	-3	0	0.0	-2	9	11
CCOC(=O)Cn1ccc(NC(=O)COc2ccc(F)cc2)n1	-14	-6	0	-6	0.7	-1	4	-6
CC(=O)Oc1ccc(N(C(C)=O)S(=O)(=O)c2cccs2)c2ccccc12	-27	26	3	40	11	6	10	29
COc1ccc(C(=O)O/N=C(\N)c2ccccc2)cc1OC	-25	-156	11	-52	6.0	4	62*	23
Cc1ccc(Cl)cc1NC(=O)c1ccccc1OCC(=O)Nc1ccc(Cl)cc1	1	1	2	-6	2.9	-2	22	10
O=C(Nc1nccs1)c1ccc(Cl)c(S(=O)(=O)N2CCOCC2)c1	24	-2	0	3	-2.0	-3	-6	21
Cc1cc(C(=O)NNC(=S)NC(C)c2ccccc2)c2ccccc2n1 (stereo not given)	12	11	-4	0	-0.8	-3	-15	19
O=C(NC1CCC(C(=O)O)CC1)OCc1ccccc1 (stereo not given)	13&2	-17&2	-3&-1	-3&8	0.0&-1.6	3&-6	-19&-7	11&-11
CN(c1ccccc1)S(=O)(=O)c1ccc(C(=O)NCC2CCCO2)cc1 (stereo not given)	-5	0	1	-1	1.9	-3	5	6

Of the compounds above, 2 contain a cyano group.
SMILES	APJ antagonist	697 NFkB inh	XBP1 UPR activ	Jurkat NFkB inh	UPR CHOP act	APJ ag	Mdm2-MdmX inh	tim23-1 inh
N#Cc1cc(-c2cccc(Cl)c2)c[nH]c1=O	2	-1	2	-3	3.2	-5	35	-6
Cc1cc(C(=O)N2CCN(c3ncccc3C#N)CC2)no1	3	1	-2	-9	0.6	-5	3	12

New compounds follow
SMILES	APJ antagonist	697 NFkB inh	XBP1 UPR activ	Jurkat NFkB inh	UPR CHOP act	APJ ag	Mdm2-MdmX inh	tim23-1 inh
COc1ccc(CCCc2nnc(SCC(=O)Nc3ccc(C)c(C)c3)o2)cc1	5	-4	-2	11	-0.9	-5	17	5
NC(=O)c1ccc(NC(=O)COC(=O)c2ccc3c(c2)OCO3)cc1	7	16	-1	-9	-1.7	-3	-20	-18
O=C(NCc1ccccn1)c1ccc(/C=N/O)nc1	5	-53	-1	-10	1.9	1	-9	19
COc1cc(S(=O)(=O)NC(C)C)ccc1Cl	-18	12	-2	-11	-2.3	1	14	15
COc1ccc2nc3c(cc2c1)c(NC(=O)C1CCCO1)nn3CC(C)C (stereo not given)	-10	-41	0	-16	1.5	1	-6	31
Cc1ccc2[nH]c(=O)c(C(c3nnnn3Cc3ccccc3)N3CCc4ccccc43)cc2c1 (stereo not given)	-13	14	-3	-8	0.6	1	-3	24
O=C(CN1C(=O)C2CCCCC2C1=O)N1CCN(c2ccccc2)CC1 (stereo not given)	2	4	1	-2	0.2	-3	14	-2
CCC(=O)NC(C)C(c1cccs1)N1CCOCC1 (stereo not given)	30	5	1	-11	-0.4	-3	-6	13
Cc1cc(C)n2nnnc2n1	0	-4	-2	-18	0.6	0	-20	0
COc1cccc2cc(C(=O)N3CCN(C/C=C/c4ccccc4)CC3)c(=O)oc12	3	-24	-1	-13	-0.2	-1	-7	9
COc1cc(/C=C/C(=O)OCC(=O)NC2CCS(=O)(=O)C2)ccc1OC(F)F (stereo not given)	14	13	0	10	1.5	-4	19	5
CN(CCC#N)C(=O)c1ccc(CNS(=O)(=O)c2ccc(F)cc2)cc1	-19	13	1	-13	-1.5	-2	13	13
CC1Cc2ccccc2N1Cc1cc(=O)c(OCC(=O)Nc2ccccc2)co1 (stereo not given)	13	-27	-1	-4	0.1	5	12	5
O=C(O)Cc1csc(-c2cccc(F)c2)n1	-8	14	1	1	1.7	-2	5	-4
Cc1cccc(N2CCN(C(=O)c3nn(C)c4c3CS(=O)(=O)c3ccccc3-4)CC2C)c1 (stereo not given)	-1	1	-3	3	2.1	-2	27	16
O=C(CCNS(=O)(=O)c1ccc(Br)s1)NCc1ccccc1	-4	11	1	-7	0.9	0	-10	10
Nc1nc(C2CC2)c(Sc2sc(N)nc2C2CC2)s1	3	-105	-4	-4	-0.8	0	51*	22
C=C1CCc2c([nH]c3ccc(OCC(C)C)cc23)C1=O	-17	1	-3	-14	-5.3	-2	98*	59*
O=S(=O)(Cc1ccccc1)N1CCCC1	9	9	-3	4	-0.9	-5	-34	-1
CCc1ccc(-n2c(=O)c3ccccc3n(CC(=O)C(C)(C)C)c2=O)cc1	-2	20	-2	1	-0.7	-4	5	2
O=C(O)CCCN=C1CCCc2ccccc2N1	-27	-16	3	-5	-1.0	-6	-9	-2
Cc1cc(OCCCC(=O)NCCc2ccccn2)ccc1Cl	12	5	0	15	2.2	-1	10	10
O=[N+]([O-])c1ncccc1Oc1nc(-c2cccnc2)nc2ccccc12	0	5	7	5	0.3	-3	16	10
Cc1ccc(C(=O)NNC(=O)Cc2cccs2)cc1	-6	-14	3	-4	2.7	-2	10	-9
CC(C)(CO)Cc1cc(C(C)(C)C)c(O)c(C(C)(C)C)c1	11	-66	-3	2	-0.7	3	15	19
COc1ccc(NC(=S)N2CCN(c3ccccc3)CC2)c(OC)c1	13	4	0	1	1.9	-3	12	14
CCOc1ccccc1C1CC(c2ccc(Cl)cc2)Nc2nc(N)nn21 (stereo not given)	-18	-2	-1	13	4.6	-4	14	3
COc1cccc(NC(=O)C(C)N2C(=O)c3ccccc3C2=O)c1 (stereo not given)	14	3	-3	8	1.9	-2	28	-1
